# Assay outcomes as filed in PubChem.
# TRPC4 inh: TRPC4 (mouse) channel inhibition | HEK293 TRPC4beta/mu-opioid, DAMGO-evoked Fluo4 calcium flux; hits give low values | Q9QUQ5 | B-score at 10 µM | 300,000 compounds, 0.39% hits;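 active = B-score over 3 SD under the library average, no early fluorescence shift, positive overall ratio signal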
#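 Assay system – HEK293 line stably carrying TRPC4beta and mu-opioid receptor · Doses – single dose · Detection – Fluo4 calcium-dye fluorescence, kinetic read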
# MrgX1 antag: antagonists of human MrgX1 receptor; AID 588676; Q96LB2; B-score at 10 µM; MRGX1-HEK293 calcium flux, Fluo-4, BAM8-22 antagonism; hits give low values; 310,000 compounds, 1.3% hits;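 active = calcium-response B-score plate-corrected more than 3 library SD below zero, starting fluorescence within 5 deviations, no agonist response on first addition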;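 also: peak minus trough fluorescence over baseline after final BAM8-22 challenge near maximal dose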
# Target sequence (Q96LB2 whole entry, looked up): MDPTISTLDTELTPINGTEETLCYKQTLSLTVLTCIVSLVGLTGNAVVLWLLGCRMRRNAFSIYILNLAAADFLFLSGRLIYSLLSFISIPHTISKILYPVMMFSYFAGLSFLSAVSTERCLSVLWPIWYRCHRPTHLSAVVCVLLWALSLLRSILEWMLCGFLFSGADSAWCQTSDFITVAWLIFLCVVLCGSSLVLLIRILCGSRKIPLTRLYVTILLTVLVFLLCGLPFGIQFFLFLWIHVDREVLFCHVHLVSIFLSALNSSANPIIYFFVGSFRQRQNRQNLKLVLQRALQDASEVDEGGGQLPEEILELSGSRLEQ
# MrgX1 allo act: human MrgX1 positive allosteric modulation, primary screen. Q96LB2. MrgX1-HEK293, Fluo-4 calcium flux, FDSS; hits give high values. 310,000 compounds, 0.63% hits. AID 588675. B-score at 10 µM;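 active = plate-corrected calcium response at least 3 library SD above typical, normal starting fluorescence, not activating the receptor alone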;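 also: compound read alongside a low EC10 to EC30 dose of BAM8-22 agonist; peak minus trough fluorescence over baseline measured at the second addition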
# MrgX1 agonist: agonists of human MrgX1 receptor; 310,000 compounds, 0.44% hits; Q96LB2; MrgX1-HEK293 cells, Fluo-4 calcium fluorescence, agonist mode; hits give high values; B-score at 10 µM;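 active = calcium response B-score plate-corrected fluorescence ratio at least 3 library SD, with starting fluorescence B-score inside 5 SD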
#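 System: HEK293 cells stably expressing human MrgX1 receptor; Dosing: test compound in the initial addition of three; Schedule: overnight plating, then 30 min 37 °C plus 30 min room-temperature dye loading; Detection: kinetic calcium dye fluorescence, Fluo-4 NW; Controls: per-plate positive and negative controls for Z′ factor.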
# TMEM16A act: mouse TMEM16A channel activation, primary screen. Q8BHY3. HEK293 TMEM16A/YFP-H148Q/I152L, iodide quench fluorescence; hits give low values. B-score at 10 µM. 340,000 compounds, 0.3% hits. AID 623877;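 active = fluorescence-ratio B-score plate-corrected deviation score at least 3 library SD below zero, with starting fluorescence score within 5 deviations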;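 also: channel opened by trigger with iodide after compound preincubation; score built on the fluorescence ratio of max minus min over baseline; more negative score means more quench and so TMEM16A activation or potentiation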
# SKKanGAS inh: SKKanGAS growth inhibition | inhibition, % at 7.5 µM | S. pyogenes SKKanGAS, kanamycin growth, BacTiter-Glo, 6 h | AID 1662 | 300,000 compounds, 1.3% hits;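 active = mean replicate score, as percent of positive control median, at least 50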;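 also: strain carries kanamycin resistance gene driven by streptokinase promoter and grows in 40 µg/ml kanamycin; loss of luminescence reflects streptokinase promoter inhibition or plain growth inhibition; 0% = median of DMSO wells and 100% = positive control at its reference dose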
# TRPC6 inh: mouse TRPC6 channel inhibition; B-score at 10 µM; HEK293-TRPC6, membrane potential dye, ACh-evoked depolarization; hits give low values; Q61143; 310,000 compounds, 1.1% hits;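 active = B-score under library mean minus 3 SD, initial fluorescence not abnormally high, positive integrated signal ratio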;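 also: B-score derived from integrated fluorescence ratio over the kinetic read; more negative B-score means stronger inhibition of depolarization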
# TRPC4 PAM: TRPC4 (mouse) allosteric potentiation; Q9QUQ5; HEK293 TRPC4beta/mu-opioid, DAMGO EC20, Fluo-4 Ca2+ flux; hits give high values; B-score at 10 µM; 310,000 compounds, 0.42% hits; AID 2227;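 active = B-score of calcium response area above 5 SD of library B-scores, with initial fluorescence ratio within 5 SD of library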;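 also: B-score of integrated fluorescence ratio over time as area under calcium response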
# TMEM16A inh: inhibitors of mouse TMEM16A calcium-activated chloride channel. 310,000 compounds, 1.2% hits. HEK293 TMEM16A/YFP iodide influx fluorescence, ionomycin. normalized B-score (activity score, 25-100; higher = stronger inhibition) at 10 µM. Q8BHY3;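 active = ratio plate-corrected score three or more library SD toward inhibition, starting fluorescence score within five deviations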;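 also: score derived from kinetic fluorescence span divided by baseline fluorescence per well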
# TRPC6 act: activates the mouse TRPC6 cation channel; Q61143; AID 2550; B-score at 10 µM; 310,000 compounds, 0.13% hits; HEK293-TRPC6 membrane potential dye fluorescence; hits give high values;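 active = B-score of the integrated fluorescence ratio above library mean plus 3 SD, and starting fluorescence ratio within library mean plus 5 SD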;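 also: higher score means more depolarization so channel activation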
# TRPC4 agonist: opens the mouse TRPC4 cation channel | Q9QUQ5 | HEK293 TRPC4beta/mu-opioid, Fluo4 calcium fluorescence; hits give high values | B-score at 10 µM | 310,000 compounds, 0.49% hits | AID 2237;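 active = B-score above 5 SD of library B-scores, and initial fluorescence ratio not above library mean plus 5 SD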;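 also: positive B-score marks a calcium rise read as TRPC4 activation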
#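 System – HEK293 cells stably co-expressing mouse TRPC4beta and mu-opioid receptor · Signal – Fluo4 calcium-sensitive dye fluorescence, kinetic, 1 Hz baseline · Benchmarks – buffer (low) and maximal DAMGO (high) · Read-out – B score of integrated fluorescence ratio per well · Incubation – dye loading 45 min room temperature, 110 s kinetic read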
# Numbers without * were called inactive; i = inactive; / = no result given. This is a random part of the collection; overall some 6.7% were active at least once.
SMILES,TRPC4 inh,MrgX1 antag,MrgX1 allo act,MrgX1 agonist,TMEM16A act,SKKanGAS inh,TRPC6 inh,TRPC4 PAM,TMEM16A inh,TRPC6 act,TRPC4 agonist
CC(C)OC(=O)CC12CN3CC(CC(=O)OC(C)C)(CN(C1)C(=O)c1ccccc1C3=O)C2=O,i,i,i,i,i,-8,i,i,i,i,i
Cc1cc(NC(=O)c2cccnc2)ccc1NC(=O)c1ccco1,i,i,i,i,i,-5,i,i,i,i,i
O=C(C(Cc1ccccc1)n1cccc1)N1CCCCCC1 (stereo not given),i,i,i,i,i,-1,i,i,i,i,i
CC(=O)N1Cc2ccccc2CC1C(=O)N1CCN(c2ccccc2)CC1 (stereo not given),i,i,i,i,i,1,i,i,i,i,i
CCN1CCN(c2nc(N)c([N+](=O)[O-])c(Nc3ccc(C)c(C)c3)n2)CC1,i,i,i,i,i,1,i,29*,i,i,i
CCS(=O)(=O)Nc1cc2c3c(c1)CCN3C(=O)CC2,i,i,i,i,i,-4,i,i,i,i,i
COc1cccc(C2NC(=O)NC(C)=C2C(=O)OCC2CCCO2)c1 (stereo not given),i,i,i,i,i,1,i,i,i,i,i
Cc1ccc(CNc2ccc(N3CCOCC3)cc2)cc1,i,i,i,i,i,2,i,i,i,i,i
CCOCCNC(=O)c1ccc2c3c(cccc13)CC2,i,i,i,i,i,0,i,i,i,i,i
COC(=O)C1=CN(Cc2ccc(OC)c(OC)c2)C=C(C(=O)OC)C1c1cccc(O)c1,i,i,i,i,i,0,i,i,i,i,i
O=C(O)c1ccc(NCc2cccs2)cc1,i,i,i,i,i,2,i,i,i,i,i
O=C(NCCCNC(=O)c1ccc(Cl)cc1Cl)c1cnccn1,i,i,i,i,i,0,i,i,i,i,i
COC(=O)c1c(C)nc2c(c(SC)nn2-c2ccccc2)c1N,i,i,i,i,i,-2,i,i,i,i,i
COc1cc(C(=O)Oc2cccnc2)cc(OC)c1OC,i,i,i,i,i,4,i,i,i,i,i
CN1CCN(c2ccccc2NC(=O)c2ccc(OCc3ccccc3)cc2)CC1,/,i,i,i,i,/,/,/,i,/,/
COC(=O)CN(C)C(=O)c1ccc(OC2CCN(S(=O)(=O)N(C)C)CC2)cc1,i,i,i,i,i,6,i,i,i,i,i
COc1ccc(-c2ccc(-c3nnc(-c4ccncc4)o3)cc2)cc1,i,/,/,/,/,23,i,i,/,i,i
CC(C)NS(=O)(=O)c1ccc(CCC(=O)O)cc1,i,i,i,i,i,1,i,i,i,i,i
CCOC(=O)Cc1csc(NC(=O)Nc2cccs2)n1,i,i,i,i,i,-2,i,i,i,i,i
Cc1cccc2cc(CN(CCN3CCCC3)C(=O)NC3CCCCC3)c(=O)[nH]c12,i,i,i,i,i,-5,i,i,i,i,i
O=[N+]([O-])c1ccc(NCc2ccncc2)cc1,i,i,i,i,i,22,i,i,i,i,i
CNC(=O)CN(c1ccc(C23CC4CC(CC(C4)C2)C3)cc1)S(C)(=O)=O,i,i,i,i,i,-3,i,i,i,i,i
COc1ccc(Br)cc1CN(C)CC(=O)Nc1c(Cl)ccc(C)c1Cl,i,i,i,i,i,2,i,i,i,i,i
Cc1ccc(C(=O)N/N=C/c2cc(C)n(-c3ccc(Br)cc3)c2C)cc1[N+](=O)[O-],i,i,i,i,i,2,i,i,i,i,i
CCCCCCCNC(=O)CN1C(=O)CSc2ccc(S(=O)(=O)N3CCOCC3)cc21,i,i,i,i,i,-5,i,i,i,i,i
SMILES,TRPC4 inh,MrgX1 antag,MrgX1 allo act,MrgX1 agonist,TMEM16A act,SKKanGAS inh,TRPC6 inh,TRPC4 PAM,TMEM16A inh,TRPC6 act,TRPC4 agonist
NS(=O)(=O)c1cccc(NC(=O)COC(=O)C2CCCCC2)c1,i,i,i,i,i,/,i,i,i,i,i
COc1cccc(CC2(CO)CCCN(Cc3ccc(OC(F)F)cc3)C2)c1 (stereo not given),i,i,i,i,i,-1,i,i,i,i,i
Cn1cnc2cc(NCc3ccccc3O)ccc21,i,i,i,i,i,16,i,i,i,i,i
COc1cccc(-c2nc(SC)nc3sc(C(=O)NC(C)(C)C)c(N)c23)c1,i,i,i,i,i,16,i,i,i,i,i
COc1ccc(CNc2ccc(C)c(C)c2)c(OC)c1OC,i,i,i,i,i,1,i,i,i,i,i
O=c1ccnc(Sc2ncccc2[N+](=O)[O-])[nH]1,i,-5*,i,i,i,/,i,i,i,i,i
CCC(=O)Nc1cccc(NC(=O)CSc2nnc(C3CC3)n2C)c1,i,i,i,i,i,-1,i,i,i,i,i
CN(CC(=O)Nc1ccc(S(=O)(=O)N2CCCC2)cc1)Cc1c(F)cccc1Cl,i,i,i,i,i,-1,i,i,i,i,i
CCNC(=O)c1ccccc1NC(=O)c1cccc(S(=O)(=O)N2CCC(C)CC2)c1,i,i,i,i,i,20,i,i,i,i,i
N#CCSc1nc2cc(C(=O)N3CCC(C(N)=O)CC3)ccc2c2nc3ccccc3n12,i,i,i,i,i,-16,i,i,i,i,i
COCCOC(=O)c1c(C)n(C)c2ccc(OC(=O)c3ccccc3F)cc12,i,i,i,i,i,8,i,i,i,i,i
CCCCn1c(N)c(N(CC(C)C)C(=O)c2ccco2)c(=O)[nH]c1=O,i,i,i,i,i,0,i,i,i,i,i
O=C(CN1C(=O)CSc2ccc(S(=O)(=O)N3CCOCC3)cc21)NCc1ccc(F)cc1,i,i,i,i,i,7,i,i,i,i,i
C#CCNC(=O)C1=C[C@H](C(C)(C)C)C[C@H](OCCCCO)O1,i,i,i,i,i,2,i,i,i,i,i
Cc1csc2nc(CCNS(=O)(=O)c3cccs3)cn12,i,i,i,i,i,-5,i,i,i,i,i
COc1cc(NC(=O)COC(=O)/C=C/c2ccc(Cl)cc2Cl)cc(OC)c1,i,i,i,i,i,-5,i,i,i,i,i
COc1cc(=O)[nH]c(SC(C)C(=O)Nc2cc(C)on2)n1 (stereo not given),i,i,i,i,i,0,i,i,i,i,i
CCCC(C)C(=O)OCC(=O)Nc1ccc(Br)cc1 (stereo not given),i,i,i,i,/,-3,i,i,i,i,i
COc1ccc(NC(=O)C2CCCN(S(=O)(=O)c3cnc[nH]3)C2)cc1 (stereo not given),i,i,i,i,i,-3,i,i,i,i,i
Cc1ccccc1NC(=O)CC(=O)Nc1ccccc1C,i,i,i,i,i,1,i,i,i,i,i
CN=CC1=C(O)CC(C)(C)CC1=O,i,i,i,i,i,-6,i,i,i,i,i
CCCC1=C(C(=O)OCC)C(c2ccccc2OC)NC(=O)N1 (stereo not given),i,i,i,i,i,-7,i,i,i,i,i
CCCCn1c(=O)[nH]c(=O)c2c1nc(-c1ccccn1)n2CC,i,i,i,i,i,-1,i,i,i,i,i
Cc1[nH]c(=O)c(C#N)cc1-c1csc(-c2ccccc2)n1,i,i,i,i,i,5,i,i,i,i,i
COc1cc(/C=C/C(=O)Nc2ccncc2)cc(OC)c1OC,i,i,i,i,i,-4,i,i,i,i,i

# Copied from the list.
# `CCNC(=O)c1ccccc1NC(=O)c1cccc(S(=O)(=O)N2CCC(C)CC2)c1` – SKKanGAS inh = 20
# `CN=CC1=C(O)CC(C)(C)CC1=O` – SKKanGAS inh = -6

# Next part
SMILES,TRPC4 inh,MrgX1 antag,MrgX1 allo act,MrgX1 agonist,TMEM16A act,SKKanGAS inh,TRPC6 inh,TRPC4 PAM,TMEM16A inh,TRPC6 act,TRPC4 agonist
Fc1cccc(NC(=S)NC2CCCCCCC2)c1,i,i,i,i,i,/,i,i,i,i,i
Cc1ccc2nc(NC(=O)CCn3cccc3)sc2c1,i,i,i,i,i,-12,i,i,i,i,i
Cc1cccc(NC(=O)Nc2cccc(C)n2)n1,i,i,i,i,i,-6,i,i,i,i,i
Cc1ccc(CC23CN4CCN(CC(C4)C2O)C3)c(C)c1 (stereo not given),i,i,i,i,i,-5,i,i,i,i,i
O=C(C1CN(S(=O)(=O)c2ccccc2)CCN1S(=O)(=O)c1ccccc1)N1CCCCCC1 (stereo not given),i,i,i,i,i,0,i,i,i,i,i
COc1ccc(C2Nc3ccccc3C(=O)N2Cc2ccco2)cc1COc1ccc(NC(C)=O)cc1 (stereo not given),i,i,i,i,i,7,i,i,i,i,110*
O=C(Cc1c[nH]c2ccccc12)OCC(=O)c1ccccc1,i,i,i,i,i,-1,i,i,i,i,i
CC1=C(C(N)=O)C(c2ccccc2)n2nc(-c3ccncc3)nc2N1 (stereo not given),i,i,i,i,i,17,i,i,i,i,i
O=C(CCS(=O)(=O)c1ccccc1)N1CCOCC1,i,i,i,i,i,-1,i,i,i,i,i
Cc1ccc(N2C(=O)[C@@H]3[C@H](C2=O)C2CCCN2[C@@H]3C(=O)c2ccccc2)cc1 (stereo not given in full),i,i,i,i,i,3,i,i,i,i,i
CC(=O)c1ccc(NC(=O)COC(=O)c2nc(Cl)ccc2Cl)cc1,i,i,i,i,i,3,i,i,i,i,i
Cn1c(=O)oc2cc(S(=O)(=O)Nc3ccc(Cl)cc3F)ccc21,i,i,i,i,i,-2,i,i,i,i,i
O=C(Nc1nc2c(s1)CCCC2)c1cccnc1,i,i,i,i,i,-6,i,i,i,i,i
Cc1cccc(OCC(=O)NCC(=O)N/N=C/c2ccccc2)c1,i,i,i,i,i,6,i,i,i,i,i
COCCCNC(=S)N1CCN(c2nc(C)nc3sc4c(c23)CCCC4)CC1,i,-6.6*,i,i,i,12,i,i,i,i,i
COC(=O)c1sccc1NC(=O)NC1CCCCC1,i,i,i,i,i,2,i,i,i,i,i
COc1ccccc1N1CCN(S(=O)(=O)c2c(C)[nH]c(=O)[nH]c2=O)CC1,i,i,i,i,i,-1,i,i,i,i,i
Cc1ccc(OCC(=O)NC2CCS(=O)(=O)C2)cc1 (stereo not given),i,i,i,i,i,0,i,i,i,i,i
COc1ccc(S(=O)(=O)N2CCCCC2)cc1-n1cnnn1,i,i,i,i,i,-1,i,i,i,i,i
COC(=O)c1ccc(Cn2nnc3c(=O)[nH]c(C4CCCN(S(=O)(=O)c5ccccc5)C4)nc32)cc1 (stereo not given),i,i,i,i,i,41,i,i,i,i,i
